PI4K2A block: qHTS for small molecular inhibitors of PI4K2A | Phosphatidylinositol 4-kinase type 2-alpha (Homo sapiens), Q9BTU6 | purified PI4K2A, ADP-Glo luminescence, 1 h; hits give low values | activity change, negative = inhibition, % at 76.9 µM | 0.13% of 420,000 active | AID 1346378, 2018; in the data active = activity change below about -50%; inconclusive = mostly about -30% to -49%;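 note: -100% = wells without enzyme as full effect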
Target sequence (Q9BTU6 whole entry, looked up): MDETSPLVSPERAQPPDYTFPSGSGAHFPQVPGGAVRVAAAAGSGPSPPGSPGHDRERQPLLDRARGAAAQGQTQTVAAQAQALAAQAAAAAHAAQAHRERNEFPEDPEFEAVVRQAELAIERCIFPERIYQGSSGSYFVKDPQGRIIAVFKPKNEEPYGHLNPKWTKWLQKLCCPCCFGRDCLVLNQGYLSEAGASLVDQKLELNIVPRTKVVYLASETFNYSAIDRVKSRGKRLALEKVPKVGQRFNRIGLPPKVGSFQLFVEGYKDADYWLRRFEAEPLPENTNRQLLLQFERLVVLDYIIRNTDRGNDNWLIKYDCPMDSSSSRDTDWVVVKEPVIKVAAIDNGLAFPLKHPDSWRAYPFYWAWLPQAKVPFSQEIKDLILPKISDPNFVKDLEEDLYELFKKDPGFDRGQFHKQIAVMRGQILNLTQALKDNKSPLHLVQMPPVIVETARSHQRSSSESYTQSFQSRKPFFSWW
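Compounds are screened against recombinant PI4K2A using PI as substrate and ATP, the latter dispensed at 300 microM. Reactions run one hour at ambient temperature before ADP-Glo detection; full inhibition defined by wells lacking enzyme.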
BAZ2B block: qHTS Assay for Inhibitors of BAZ2B; 4.4% of 360,000 active; Potency, µM (doses to about 114 µM), without a hit: at the top dose activity change, negative = inhibition, most hits filed as inhibitors; AlphaScreen BAZ2B-H3K14Ac peptide displacement; note: potency is the fitted concentration of half-maximal effect; % is set by controls: 0 for no effect and ±100 for the full control effect; nearly all actives have a fitted effect of over 60% in size
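Compounds, titrated to a top concentration of 110 uM, were incubated 30 min at room temperature with preformed BAZ2B/acetyl-K14 H3 peptide complex (50 nM each). Proximity signal was measured by AlphaScreen after 20 min with beads.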
GLS inhibitor: qHTS for Inhibitors of Glutaminase (GLS). Glutaminase kidney isoform, mitochondrial (Homo sapiens), O94925. GLS enzymatic activity, qHTS titration. Potency, µM (titrated, usually from 45.5 µM), for the others: at the top dose activity change, negative = inhibition, hits mostly inhibitors. 0.21% of 410,000 active. AID 624170, 2012; note: potency is the fitted concentration of half-maximal effect; % is set by controls: 0 for no effect and ±100 for the full control effect
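hKGA in 45 mM KH2PO4 (pH 8.2), 0.02% Tween-20 with compound, then 1mM L-Glutamine (stock as added) plus glutamate oxidase/HRP/Amplex red coupling mix. Fluorescence read initially and after 30 min at RT; signal change reflects glutamate formation.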
PGK inhibitor: qHTS Assay to Find Inhibitors of Phosphoglycerate Kinase. Phosphoglycerate kinase, glycosomal (Trypanosoma brucei brucei), P07378. PGK/GAPDH coupled, Kinase-Glo luminescence, 60 min. Potency, µM (highest dose often 57.5 µM), without a hit: top-dose activity change, negative = inhibition, usual class: inhibitors. 0.043% of 380,000 active; note: potency is the fitted concentration of half-maximal effect; % is set by controls: 0 for no effect and ±100 for the full control effect; nearly all actives have a fitted effect of over 60% in size
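Recombinant glycosomal PGK reaction used 1,3-bisphosphoglycerate generated in-well by GAPDH (100nM final) in 100mM TEA pH 7.6, 5mM MgCl2, 0.01% Tween-20. After 60 minutes at room temperature, ATP was read by Kinase-Glo Plus luminescence end-point.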
Pin1 inh: qHTS Assay to Find Inhibitors of Pin1; Pin1 FP peptide displacement, HiFluor488, 10 min; Peptidyl-prolyl cis-trans isomerase NIMA-interacting 1 (Homo sapiens), Q13526; AID 504891, 2011; 0.009% of 390,000 active; Potency, µM (series often up to 115 µM), inactives show top-dose activity, negative = inhibition, most hits filed as inhibitors; active = well fitted inhibition curve with a large enough effect in the polarisation, with a control signal flat, not every such curve was filed as active; inconclusive = small, poorly fitted or top-dose-only effect, or effect the other way, or a change in a side signal; inactive = no such curve, though single readings can be large or run the other way; the % refers to the polarisation; note: potency is the fitted concentration of half-maximal effect; % is set by controls: 0 for no effect and ±100 for the full control effect
Target sequence (Q13526 whole entry, looked up): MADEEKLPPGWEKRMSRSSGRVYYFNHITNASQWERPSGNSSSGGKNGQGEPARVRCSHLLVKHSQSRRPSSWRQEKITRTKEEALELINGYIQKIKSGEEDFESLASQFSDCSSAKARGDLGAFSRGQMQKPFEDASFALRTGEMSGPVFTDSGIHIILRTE
Pol eta inh: qHTS for Inhibitors of Polymerase Eta; AID 588591, 2011; 1.2% of 390,000 active; Potency, µM (titrated, usually from 114 µM), inactives show at the top dose activity change, negative = inhibition, most hits filed as inhibitors; recombinant Pol eta, fluorescent DNA replication assay; DNA polymerase eta (Homo sapiens), Q9Y253; note: potency is the fitted concentration of half-maximal effect; % is set by controls: 0 for no effect and ±100 for the full control effect
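Pol eta (10 nM) was preincubated with compounds for 15 min at room temperature, after which fluorescent replication substrate (50 nM final) was added to start the reaction. Fluorescence was read kinetically at 0 and 10 min.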
G9a block: qHTS Assay for Inhibitors of Histone Lysine Methyltransferase G9a. Potency, µM (highest dose often 102 µM), for inactives: at the highest dose activity, negative = inhibition, actives largely listed as inhibitors. 8.8% of 350,000 active. Histone-lysine N-methyltransferase EHMT2 (Homo sapiens), Q96KQ7. G9a H3K9 monomethylation, AlphaScreen, 2 h; note: potency is the fitted concentration of half-maximal effect; % is set by controls: 0 for no effect and ±100 for the full control effect; nearly all actives have a fitted effect of over 75% in size
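AlphaScreen detection with an anti-monomethyl H3K9 antibody quantified product after a 2 h room-temperature reaction containing 500 nM biotinylated H3K9 peptide, 20 µM SAM and 20 nM enzyme, which had been preincubated 15 min with compound.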
JMJD2A Tudor inh: qHTS Assay for Inhibitors of JMJD2A-Tudor Domain. Potency, µM (doses to about 114 µM), for the others: top-dose activity change, negative = inhibition, most hits filed as inhibitors. Lysine-specific demethylase 4A (Homo sapiens), O75164. 4.4% of 390,000 active. AlphaScreen JMJD2A-Tudor / H3K4me3 peptide binding; note: potency is the fitted concentration of half-maximal effect; % is set by controls: 0 for no effect and ±100 for the full control effect; nearly all actives have a fitted effect of over 50% in size
HP1b binding inh: HTS for Inhibitors of HP1-beta Chromodomain Interactions with Methylated Histone Tails. AlphaScreen HP1-beta / biotin-H3K9me3 peptide binding. Potency, µM (series often up to 114 µM), inactives show at the highest dose activity change, negative = inhibition, hits mostly inhibitors. 0.56% of 390,000 active; note: potency is the fitted concentration of half-maximal effect; nearly all actives have a fitted effect of over 70% in size; inactives centre near 23
Target sequence (P83916 whole entry, looked up): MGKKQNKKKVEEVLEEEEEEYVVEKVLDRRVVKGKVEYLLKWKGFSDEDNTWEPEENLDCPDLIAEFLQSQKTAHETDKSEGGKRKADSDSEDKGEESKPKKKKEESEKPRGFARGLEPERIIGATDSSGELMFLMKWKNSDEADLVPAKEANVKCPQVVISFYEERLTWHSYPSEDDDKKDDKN
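AlphaScreen: HP1-beta (50 nM) preformed 30 min with biotin-H3(1-18)K9me3 peptide (50 nM) in PBS pH 7.4, 0.01% Tween-20. Compound added for 30 min at RT, then streptavidin donor/nickel chelate acceptor beads (10 ug/mL) for 30 min.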
Numbers without * were called inactive; i = inactive; ? = inconclusive; . = no result given; & = joins results of further samples; [ ] = remark or other dose. Unless noted, calls come from the whole dose curve; as a rule, active = well fitted curve in the direction sought with a large enough effect; inconclusive = small, poorly fitted or top-dose-only effect, or another doubt; inactive = no such curve, though single readings can be large; an effect the other way counts as inactive or inconclusive. This is a subset; rates above refer to the full screens.

SMILES | PI4K2A block | BAZ2B block | GLS inhibitor | PGK inhibitor | Pin1 inh | Pol eta inh | G9a block | JMJD2A Tudor inh | HP1b binding inh
O=C(CCC(=O)N(CC(=O)NC1CCCC1)Cc1ccccc1Cl)Nc1nccs1 | 3 | 2% | 5% | -3% | -1% | -2% | -8%[59 µM] | -12% | 0%
COc1ccc(CCN2CCCn3c2nc2c3c(=O)[nH]c(=O)n2C)cc1OC | -2 | 3% | -6% | i | 5% | -4% | -8% | -14% | 39%
CCOc1nc(NC(=O)NS(=O)(=O)Oc2cccc(Cl)c2)nc(-c2ccccc2)n1 | 2&0 | 4% | 13%&11% | 6%&-16% | 4%&-18% | -10%&-17% | -33%[59 µM] | -20%&-33% | 12%&9%
Cc1ccc(O)c(Cc2cc(C)cc(Cc3cc(C)ccc3O)c2O)c1 | 2 | . | 8% | 5% | . | -13% | . | . | .
CCC(C(=O)Nc1cc(OC)c(NC(=O)c2ccccc2)cc1OC)c1ccccc1 (stereo not given) | 3 | -23% | -7% | -3% | 2% | -8% | -5% | -9% | 61%[activator]
COC(=O)c1ccc(CN2CCN(CCC(C)C)C(CCO)C2)cc1 (stereo not given) | 3 | -3% | 5% | 8% | 0% | -12% | 7% | -1% | 23%
CCN(CC(=O)NC1CCS(=O)(=O)C1)S(=O)(=O)c1ccc(Cl)c(C(F)(F)F)c1 (stereo not given) | -3 | -1% | 3% | -8% | -5% | -10% | -41% | 2% | 7%
S=C(NCc1ccco1)N/N=C/c1cccnc1 | -2 | -21% | 2% | -5% | -4% | -5% | 0% | -7% | 39%
CCn1c(C)c(C)c2cc(C(=O)NCCc3ccco3)ccc21 | -15 | ? | 1% | 11% | 5% | -5% | 50µM* | ? | -11%
N#Cc1ccc(NC(=O)COCc2cc(-c3ccc4c(c3)OCO4)on2)cc1 | 4 | -2% | -5% | -4% | 3% | -9% | 2%[59 µM] | -15% | 7%
Fc1ccccc1/C=N/n1c(-c2cccnc2)n[nH]c1=S | -1 | -11% | ? | i | -6% | -18% | . | 4µM* | 16%
CCc1ccc(C(=O)CC2(O)C(=O)N(Cc3ccc(C)cc3)c3ccccc32)cc1 (stereo not given) | 9 | 10µM* | 6% | 6% | -2% | -4% | 5.6µM* | 40µM* | ?
Cn1c(OCc2cccnc2)nc2c1c(=O)n(Cc1ccc(Br)cc1)c(=O)n2C | 1 | -6% | ? | -3% | -2% | -6% | ? | -31% | 5%
CN(CCNC(=O)C1CCN(S(=O)(=O)N2CCOCC2)CC1)CCc1ccccc1 | -2 | -34% | 11% | -4% | -1% | -6% | -18%[59 µM] | 4% | 11%
CC(=O)c1ccc(NC(=S)N2CCN(c3ccccn3)CC2)cc1 | -1 | 4% | 4% | 3% | 0% | 89µM* | 17% | 0% | 27%
CN(CC1COc2ccccc2O1)C(=S)Nc1ccccc1 (stereo not given) | 2 | . | 22% | -19% | -3% | 1% | . | -3% | 24%
CC1CCCN(C(=O)CN(C)S(=O)(=O)c2cccc3nsnc23)C1 (stereo not given) | 8 | -3% | -18% | -7% | -5% | -9% | 21% | -2% | 30%
O=C(Nc1ccccc1)Nc1ccc(O)c2ccccc12 | -27 | . | 31%[activator] | i | -2% | -16% | . | ? | ?
COc1ccc(C(=O)NCc2nnc(SCC(=O)Nc3ccccc3F)o2)cc1 | -3 | -16% | 1% | i | 8% | -7% | ? | 10% | 56%[activator]
CCC(=O)N1CCc2cc(Br)cc(S(=O)(=O)NCCCN(C)Cc3ccccc3)c21 | -4 | -1% | 3% | 7% | 0% | 0% | 9%[59 µM] | -14% | 9%
CCOc1cc(/C=N/n2nnnc2N)ccc1OCc1c(C)no[n+]1[O-] | -1 | -7% | 1% | 0% | 27% | ? | 22%[59 µM] | -17% | 23%
COCc1c(C(=O)Nc2nc(C)cs2)oc2ccccc12 | -4 | -13% | 1% | 3% | 1% | -8% | 11% | -4% | 34%
Cc1cc(C)cc(NC(=O)CSc2nc3c(cnn3-c3ccc(F)cc3)c(=O)[nH]2)c1 | 3 | 4% | 0% | -4% | -4% | -16% | 2%[59 µM] | -14% | 16%
COc1ccc(N2CCN(C(=O)c3ccc(CNS(=O)(=O)c4cc(C)ccc4C)cc3)CC2)cc1 | -1 | ? | 18% | -4% | ? | -12% | 32µM* | ? | -15%
Cc1cc(-c2ccccc2)n(-c2ccc(C(N)=O)cc2)n1 | 4 | -34% | -2% | -7% | 1% | 0% | -8% | -9% | 6%

Two of these compounds, set out differently.
Compound,PI4K2A block,BAZ2B block,GLS inhibitor,PGK inhibitor,Pin1 inh,Pol eta inh,G9a block,JMJD2A Tudor inh,HP1b binding inh
CCOc1cc(/C=N/n2nnnc2N)ccc1OCc1c(C)no[n+]1[O-],-1,-7%,1%,0%,27%,?,22%[59 µM],-17%,23%
COCc1c(C(=O)Nc2nc(C)cs2)oc2ccccc12,-4,-13%,1%,3%,1%,-8%,11%,-4%,34%

The main list resumes; the 3 compounds before the break are reprinted first.
SMILES | PI4K2A block | BAZ2B block | GLS inhibitor | PGK inhibitor | Pin1 inh | Pol eta inh | G9a block | JMJD2A Tudor inh | HP1b binding inh
Cc1cc(C)cc(NC(=O)CSc2nc3c(cnn3-c3ccc(F)cc3)c(=O)[nH]2)c1 | 3 | 4% | 0% | -4% | -4% | -16% | 2%[59 µM] | -14% | 16%
COc1ccc(N2CCN(C(=O)c3ccc(CNS(=O)(=O)c4cc(C)ccc4C)cc3)CC2)cc1 | -1 | ? | 18% | -4% | ? | -12% | 32µM* | ? | -15%
Cc1cc(-c2ccccc2)n(-c2ccc(C(N)=O)cc2)n1 | 4 | -34% | -2% | -7% | 1% | 0% | -8% | -9% | 6%
O=C(CCOc1ccccc1)Nc1ccnn1C1CCN(Cc2ccc(F)cc2)CC1 | -2 | -24% | -6% | i | -6% | -18% | 36% | -12% | 24%
O=C1CN(C(=O)c2cccc(Br)c2)c2ccccc2N1 | -8 | -2% | 4% | -1% | 8% | -20% | 3% | -12% | 10%
C=CC#CC1(O)CC(C)[N+](C)(C)CC1C (stereo not given) | 6 | -8% | 9% | -10% | 5% | -12% | 28µM* | 22µM* | ?
COc1ccc(NC(=O)C(c2ccc(C)cc2)N(C)C(=O)/C=C\c2ccc3c(c2)OCO3)cc1 (stereo not given) | -3 | -24% | -12% | -2% | -4% | -6% | -43%[59 µM] | ? | -5%
COc1cccc(NC(=O)c2nnn(Cc3ccc(Br)cc3F)c2N)c1 | -6 | 10% | -2% | 3% | ? | ? | 0%[59 µM] | -6% | 58%[activator]
Cc1ccc(C)c(CN2C(=O)COc3ccc(C(=O)c4ccccc4C(=O)O)cc32)c1 | 10 | -24% | -11% | -3% | -1% | -17% | 7% | -17% | 30%
CSC[C@H](NC(=O)COc1cc2c(c3oc(=O)cc(C)c13)CCC(C)(C)O2)C(=O)O | -8 | -22% | 3% | -12% | -5% | -20% | -13% | -25% | 29%
Cc1ccc(OCC(=O)N2CCN(C(=O)c3ccco3)CC2)cc1 | 7 | -4% | 3% | 7% | -5% | -7% | 29% | 0% | 46%[activator]
CCOC(=O)c1sc(CS(=O)(=O)c2ccc(Cl)cc2)nc1C | -3 | -9% | -2% | -7% | 1% | -7% | 19%[59 µM] | -5% | 9%
O=c1cnnc(Nc2cccc(C(F)(F)F)c2)[nH]1 | 3 | 4% | 2% | -4% | -3% | -6% | ? | -2% | 29%
COCC(N)(c1ccccc1)c1nc2ccccc2n1C (stereo not given) | 1 | -37% | -12% | -6% | 1% | 1% | -2% | -26% | 16%
O=C(Cc1ccccc1[N+](=O)[O-])NC1CC2CCC1C2 (stereo not given) | 7 | 1% | 6% | 3% | -2% | 0% | 27% | -1% | 34%
Cc1cc(Cl)ccc1OCc1nnc2n1CCCCC2 | 13 | -2% | -4% | -1% | 4% | -17% | -9% | -16% | 27%
O=c1[nH]cccc1-c1nc2ccccc2n1Cc1cccc(Cl)c1 | -4 | 2% | 0% | -7% | -8% | -16% | 21% | -7% | 21%
Cc1noc(/C=C/N(C)C)c1S(=O)(=O)N1CCCC(C(=O)NC2CCCCC2C)C1 (stereo not given) | 0 | 62%[activator] | -9% | -6% | 15% | -19% | -23% | -12% | 41%[activator]
CCOc1ccc(CCNC(=O)c2ccc3c(c2)c(C)c(C)n3C)cc1 | 3 | ? | 1% | -1% | 43%[activator] | -8% | ? | ? | -18%
CCN(CC)c1ccc(CNc2nc3ccccc3n2CC)cc1 | -2 | 45µM* | 2% | -6% | 1% | -3% | 32µM* | ? | ?
CCc1cccc(NS(=O)(=O)c2ccc3c(c2)CC(C)N3C(=O)C2CC2)c1 (stereo not given) | -2 | -16% | 6% | 6% | 0% | -21% | -1%[59 µM] | -3% | 29%
COc1ccccc1-c1sc2ccccc2c1-c1ccc2c(c1)OCCO2 | 0 | 35% | -3% | -7% | 0% | 3% | 9%[0.501 µM] | 40%[activator] | 102%[activator]
COc1cccc(CNC(=O)c2sc3nc4n(c(=O)c3c2C)CCC4)c1 | -5 | -20% | 0% | -3% | -5% | -9% | 13%[59 µM] | -17% | 51%[activator]
